Bioassay records from PubChem.
Mtb UGM inh: M. tuberculosis UGM enzyme inhibitors, primary screen, biochemical, fluorescence polarization, single point. UDP-galactopyranose mutase (Mycobacterium tuberculosis (strain ATCC 25618 / H37Rv)), …. purified UGM, fluorescence polarization probe displacement. inhibition, % at 10 µM. hit rate 0.06% among 320,000; in the data active means inhibition above about 10%, passing the limit was not always enough; inconclusive means no clear call, values can overlap the other calls
Target sequence (P9WIQ1 whole entry, looked up): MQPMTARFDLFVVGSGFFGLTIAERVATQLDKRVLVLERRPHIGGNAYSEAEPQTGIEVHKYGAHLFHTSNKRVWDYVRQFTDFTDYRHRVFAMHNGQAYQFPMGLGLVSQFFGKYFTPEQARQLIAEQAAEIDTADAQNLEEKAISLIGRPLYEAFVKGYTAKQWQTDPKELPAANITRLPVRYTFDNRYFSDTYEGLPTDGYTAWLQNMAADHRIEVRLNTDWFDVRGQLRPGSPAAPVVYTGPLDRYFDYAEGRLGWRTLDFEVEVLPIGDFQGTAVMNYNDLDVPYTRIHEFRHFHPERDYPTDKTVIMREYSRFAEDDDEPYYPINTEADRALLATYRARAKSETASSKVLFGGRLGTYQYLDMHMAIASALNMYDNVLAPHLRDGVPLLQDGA
GDH-TPI inh: GDH-TPI coupling enzyme inhibitors, primary screen, artefact control for M. tuberculosis FBA inhibitor project, biochemical, absorbance, full deck | GDH-TPI coupled enzyme counterscreen, NADH absorbance | inhibition, % at 4.8 µM | hit rate 1.2% among 360,000 | AID 588335, 2011;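 further: 0% = DMSO wells and 100% = wells lacking the enzyme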
FBA Mtb inh: Mtb FBA enzyme inhibitors, primary screen, biochemical, fluorescence, strain H37Rv; purified M. tuberculosis FBA, fluorescence read-out; inhibition, % at 1 µM; Fructose-bisphosphate aldolase (Mycobacterium tuberculosis (strain ATCC 25618 / H37Rv)), …; hit rate 2.3% among 360,000; in the data active means inhibition above about 27%;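 further: 0% = vehicle and 100% = reference inhibitor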
Target sequence (P9WQA3 whole entry, looked up): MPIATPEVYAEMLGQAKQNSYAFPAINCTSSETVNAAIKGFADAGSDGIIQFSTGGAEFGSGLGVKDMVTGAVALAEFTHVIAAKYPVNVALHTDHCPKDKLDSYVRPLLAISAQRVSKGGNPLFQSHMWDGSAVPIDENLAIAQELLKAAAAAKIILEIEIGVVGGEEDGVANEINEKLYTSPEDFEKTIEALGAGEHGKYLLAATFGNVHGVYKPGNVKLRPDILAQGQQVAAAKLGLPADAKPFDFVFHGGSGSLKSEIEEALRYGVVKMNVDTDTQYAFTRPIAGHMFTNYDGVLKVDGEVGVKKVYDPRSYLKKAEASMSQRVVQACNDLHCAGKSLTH
PrPC TRFRET: inhibitors of human cell surface prion protein PrPC, primary screen, cell-based, TR-FRET | Major prion protein (Homo sapiens), P04156 | TR-FRET read-out | inhibition, % at 13.8 µM | hit rate 0.43% among 370,000; in the data active means inhibition above about 24%; further: 0% = median of the test wells and 100% = reference compound wells
FadD28 FP inh: inhibitors of FadD28 bisubstrate probe binding, primary screen, biochemical, fluorescence polarization, single point; inhibition, % at 12.5 µM; Mycobacterium tuberculosis FadD28 fatty-acid-AMP ligase; hit rate 0.22% among 360,000; in the data active means inhibition above about 8.5%, passing the limit was not always enough; inconclusive means no clear call, values can overlap the other calls
Mtb BioA inh: M. tuberculosis BioA enzyme inhibitors, primary screen, biochemical, plate reader, single point, HTS; purified M. tuberculosis BioA enzyme; hit rate 0.096% among 360,000; 7,8-diaminopelargonic acid synthase BioA (Mycobacterium tuberculosis); inhibition, % at 9.99 µM; in the data active means inhibition above about 40%; inconclusive means no clear call, values can overlap the other calls
BoNT F protease: BoNT/F light chain protease inhibitors, primary screen, biochemical, flow cytometry, MLPCN library; Multiplex microsphere protease cleavage assay; inhibition, % at 10 µM; hit rate 0.22% among 360,000; in the data active means inhibition above about 35%, passing the limit was not always enough; inconclusive means no clear call, values can overlap the other calls; further: plate controls were buffer without enzyme for full effect and enzyme alone for no effect
BoNT-A LC inh2: BoNT/A light chain protease inhibitors, primary screen, biochemical, flow cytometry, MLPCN library; Botulinum neurotoxin type A light chain protease (Clostridium botulinum A str. ATCC 3502); multiplex microsphere protease substrate cleavage; inhibition, % at 10 µM; hit rate 0.17% among 360,000; in the data active means inhibition above about 30%; inconclusive means no clear call, values can overlap the other calls; further: plate controls were buffer without enzyme for full effect and enzyme alone for no effect
CCHF vOTU inh: CCHFV vOTU protease inhibitors, primary screen, biochemical, Pep-AMC substrate, fluorescence | Crimean-Congo hemorrhagic fever virus L polyprotein viral ovarian tumor (vOTU) protease … | AID 651958, 2012 | hit rate 0.55% among 370,000 | inhibition, % at 11.5 µM; further: 0% = vehicle wells with enzyme and 100% = no enzyme wells
* marks the source's active call; other numbers are inactive results; ? = inconclusive; / = not tested or not shown; + = active, no number. Unless noted, no stated cut-off is given here; in the data, active means inhibition above about 30%; inactive means the rest.

SMILES,Mtb UGM inh,GDH-TPI inh,FBA Mtb inh,PrPC TRFRET,FadD28 FP inh,Mtb BioA inh,BoNT F protease,BoNT-A LC inh2,CCHF vOTU inh
CCCCCCCc1c(O)nc(SCC(=O)O)[nH]c1=O,5.0,6,1,-4,-1.6,/,-4,-1.4,-7
COc1ccc(/C=C2\SC(=N)N(c3ccc(F)cc3)C2=O)cc1OC,-0.4,23,0,-2,-5.0,/,-5,-1.8,-5
Cc1cccc(N2CCN(C(=O)c3cnn4c(C(F)F)cc(-c5ccccc5)nc34)CC2)c1C,/,6,0,-2,-3.2,-1.8,-7,-0.9,-6
Cc1c(C(=O)N2CCCC2)c(S(=O)(=O)Nc2ccccc2)c(C)n1C,-3.2,7,0,5,1.1,1.2,7,4.8,-5
Cc1nn(C(C)C(=O)N2CCN(c3ccccn3)CC2)c(=O)c2cc3occc3n12 (stereo not drawn),1.6,1,1,2,-2.4,1.3,-8,-0.7,-6
CCc1nc(SCC(=O)Nc2nc3c(s2)CCCC3)c2ccccc2n1,-0.8,11,-1,30*,0.2,-3.1,-20,-0.6,-3
CN(Cc1ccco1)c1ncnc2ccc(-c3ccccc3Cl)cc12,-0.6,6,4,1,-8.0,3.8,-3,0.1,14
Cc1ccc(C(=O)N/C(=C\c2cn(C)c3ccccc23)C(=O)OCCN(C)C)cc1,1.2,12,-10,1,-2.6,/,?,-2.0,-2
COC(=O)C(Cc1ccccc1)NC(=O)CCNC(=O)c1ccc(Br)cc1 (stereo not drawn),-4.2,8,4,8,0.9,0.4,10,0.5,1
CCOc1cc(CNn2nnnc2N)cc(Cl)c1OCC(=O)NC(C)(C)C,0.1,4,3,1,-0.3,-1.6,-11,0.5,6
Cc1ccc2c(c1)C(=O)C(=O)N2Cc1ccc(F)cc1,0.1,10,3,0,-1.1,0.3,-3,-0.5,6
Cc1cccnc1NC(=O)c1csnn1,-0.3,3,-1,4,-1.3,0.6,21,2.3,-15
CC1Cc2cc(/C=C3/SC(N4CCC(C(N)=O)CC4)=NC3=O)ccc2O1 (stereo not drawn),-0.3,16,2,-23,-2.0,0.6,/,/,7
COCC(=O)Nc1cc([N+](=O)[O-])ccc1OC,2.3,12,3,-19,-1.0,/,-6,-0.2,10
CCOC(=O)CNC(=O)c1cc(-c2ccc3c(c2)OCCO3)oc1C,0.9,-1,-2,5,-1.8,-1.3,4,0.7,-1
Cc1cccc(OCCC(=O)Nc2ccc(Cl)cc2F)c1,-2.2,6,-1,6,-1.1,13,?,?,-6
COc1cc(/C=N/Nc2nc(C)nc3c2cnn3-c2ccccc2)ccc1O,/,23,4,6,4.1,/,-2,-1.0,25
Cc1ccc(S(=O)(=O)C2(C(=O)NC3CCCCC3)CC2)cc1,0.2,2,0,12,-0.4,0.2,8,0.1,-6
CCOC(=O)CC1C(=O)NCCN1Cc1ccc(OC)c(OC)c1 (stereo not drawn),-1.5,2,2,1,-2.0,/,-2,-0.1,17
COc1ccc(CN2CCN(C(=O)c3cccs3)CC2)cc1,-0.3,5,1,-1,-0.9,-1.4,2,-0.3,0
CCn1cc([N+](=O)[O-])c(C(=O)N2CCCC2)n1,/,0,3,-1,-0.3,-5.4,-16,-1.6,-2
O=C(CN1CCN(c2ccccc2O)CC1)Nc1ccc(S(=O)(=O)N2CCCCCC2)cc1,/,1,5,8,-0.4,-1.7,?,4.0,8
NC(=O)CNc1n[nH]c(=S)[nH]c1=O,-1.5,14,5,1,-0.9,/,-2,0.5,-10
Cc1cc(F)c(F)c(C(=O)N2CCC(C)CC2)c1Cl,0.5,-1,0,10,-5.1,/,-1,-0.2,4
Cc1ccc(CN2C(=O)CCC2C(=O)NC2CCCC2)cc1 (stereo not drawn),-1.9,-2,1,-1,-2.2,-0.9,4,0.0,-5
COc1ccc(S(=O)(=O)Nc2cc(S(=O)(=O)N3CCOCC3)ccc2OC)cc1,-3.7,2,0,6,-1.2,2.6,-3,-3.9,-3
C(=N\Nc1ccc2nncn2n1)/c1ccccn1,0.6,22,-1,8,-0.3,0.5,-13,-10,1
Cc1ccc(-n2nnnc2SCC(=O)Nc2cccnc2Cl)cc1,0.3,-1,-2,12,-1.2,-3.3,-4,0.1,9
COCCn1nnnc1C(c1ccc(C(F)(F)F)cc1)N1CCOCC1 (stereo not drawn),0.8,-6,-5,5,-2.0,0.6,11,0.2,10
CSc1nc2ccccc2n1Cc1cccc([N+](=O)[O-])c1,-0.2,-2,3,0,0.0,1.1,3,-1.5,2
CCOCCCn1c(=NC(=O)c2cccs2)c(C#N)cc2c(=O)n3ccccc3nc21,16*,10,+,-26,-2.6,-2.3,/,/,-324
Cc1ccccc1N/N=C/c1sc(=O)n(Cc2cccc(C(=O)O)c2)c1Cl,-3.6,39*,-2,0,-7.3,/,0,1.5,22
COc1cccc(-c2c(-c3cc(OC)cc(OC)c3)n(C)c3ccc(-c4cnc(N5CCOCC5)nc4)cc23)c1,0.0,2,4,-3,-1.3,0.9,-2,-0.5,9
Cc1ccc(Sc2ncccc2C(=O)N(C)Cc2cccs2)c(C)c1,0.7,-1,3,12,-4.2,1.2,1,-1.4,5
COc1cc(C2NC(=O)NC(C)=C2C(C)=O)cc(OC)c1OC (stereo not drawn),-1.1,9,-3,7,0.1,/,-3,-0.4,-17
COC(CNC(=O)Cn1nc(Cc2ccncc2)c2ccccc2c1=O)OC,-1.1,1,3,-4,1.4,-1.2,19,-2.4,19
Cc1cc(C)c(S(=O)(=O)N2CCN(C(=O)c3ccc(-n4nc(C)c(Cl)c4C)cc3)CC2)c(C)c1,/,-4,-2,8,-2.4,-4.5,-7,-0.5,-6
CCOC(=O)c1ccc(N=C2C(=S)N(c3ccc(C(=O)OCC)cc3)C(=N)N2/N=C/c2ccccc2)cc1,1.6,14,1,3,-3.0,1.3,/,/,5
COc1ccc(S(=O)(=O)N2CCC(C(=O)NCc3cccc(OC)c3)CC2)cc1,1.1,-2,1,-1,0.2,-4.7,18,-0.1,17
CCOc1ccc(C(=O)Nc2ccccc2C(=O)O)cc1,0.2,-4,-5,-2,-5.1,0.9,-7,0.4,18
COc1ccc(C(=O)Nc2ccc(S(=O)(=O)Nc3nccc(C)n3)cc2)cc1[N+](=O)[O-],0.1,13,0,-7,-5.9,-1.1,?,0.4,-10
O=C(OCC(=O)c1c[nH]c2ccccc12)c1cc(Br)ccc1O,-0.5,2,5,-6,-3.6,/,-2,0.6,19
COC(=O)c1ccc(COc2ncnc3ccccc23)o1,-0.2,6,1,2,/,-4.1,-1,1.6,7
COc1ccc(NC(=O)CC(C(=O)O)N2CCCCC2)cc1 (stereo not drawn),-3.1,12,2,-3,-3.5,-0.5,-1,-0.7,-13
NC(Cc1ccccc1)C(=O)N1CCCCC1 (stereo not drawn),0.0,-5,-1,-3,0.4,-2.2,-7,1.8,-6
O=C(c1cc2cc(Cl)ccc2oc1=O)N1CCN(c2ccccn2)CC1,0.2,7,5,-4,0.1,-1.6,-21,-6.8,-9
COc1ccc(-c2cc(C(F)(F)F)n3nc(C(=O)O)cc3n2)cc1OC,-2.0,24,0,-14,-0.7,16,-3,0.1,10
C[C@@H]1NCCc2cc(O)c(O)cc21,2.7,10,-1,-7,0.0,0.8,-9,-1.0,-2
Cc1c(Cl)cccc1NC(=O)CCC(=O)c1cccs1,0.9,-3,0,5,-0.7,-1.9,4,-2.8,-5
COc1ccc(-c2ccccc2NC(=O)C2CCCN(Cc3ccco3)C2)cc1 (stereo not drawn),-1.1,2,2,-2,1.6,-1.0,16,0.6,13
COc1ccc(OC)c(NC(=O)C(=O)/C=C(\O)c2cc(OC)ccc2OC)c1,3.7,13,0,-11,0.5,-1.2,-15,-0.5,-4
CCc1nnc(NS(=O)(=O)c2ccc(NC(=O)C(c3ccccc3)c3ccccc3)cc2)s1,4.7,9,3,-4,0.2,/,0,-0.8,23
O=C(O)CCSc1nc2ccc(Br)cc2[nH]1,9.3,7,-1,-5,-0.5,-4.4,7,-0.3,3
COc1cccc(C(=O)NC2CC3CCCC(C2)N3Cc2ccc(C)cc2)c1 (stereo not drawn),0.6,-4,0,6,-2.5,0.1,0,-1.5,4
O=c1[nH]c(CN2CCN(S(=O)(=O)/C=C/c3ccccc3)CC2)nc2ccccc12,1.6,-1,-1,1,-2.5,/,0,0.8,-4
Cc1nc(NC(=O)c2c(-c3ccccc3)noc2C)sc1C(=O)N(C)C,-1.1,11,1,-1,0.9,-0.3,1,0.0,16
CC(OC(=O)CCc1nc2ccccc2c(=O)[nH]1)C(=O)c1ccc(Br)cc1 (stereo not drawn),-0.4,12,0,0,-3.6,1.4,-5,-1.0,-14
Cc1cc(C)cc(OCC(=O)OC(C)C(=O)Nc2ccc(Cl)cn2)c1 (stereo not drawn),1.5,6,-1,4,-1.9,/,0,2.5,1
CC(=O)Nc1ccc(NC(=O)c2ccc(NS(=O)(=O)c3cc(C(C)(C)C)ccc3C)cc2)cc1,0.6,16,-4,-7,0.1,/,2,-0.9,-9
CCc1ccccc1OCC(=O)Nc1cccc(S(=O)(=O)NCc2ccco2)c1,2.8,-5,-3,-10,-2.4,0.5,6,0.6,11

Shown field by field: entries from further up.
C[C@@H]1NCCc2cc(O)c(O)cc21
  Mtb UGM inh: 2.7
  GDH-TPI inh: 10
  FBA Mtb inh: -1
  PrPC TRFRET: -7
  FadD28 FP inh: 0.0
  Mtb BioA inh: 0.8
  BoNT F protease: -9
  BoNT-A LC inh2: -1.0
  CCHF vOTU inh: -2

Cc1c(Cl)cccc1NC(=O)CCC(=O)c1cccs1
  Mtb UGM inh: 0.9
  GDH-TPI inh: -3
  FBA Mtb inh: 0
  PrPC TRFRET: 5
  FadD28 FP inh: -0.7
  Mtb BioA inh: -1.9
  BoNT F protease: 4
  BoNT-A LC inh2: -2.8
  CCHF vOTU inh: -5

COc1ccc(-c2ccccc2NC(=O)C2CCCN(Cc3ccco3)C2)cc1 (stereo not drawn)
  Mtb UGM inh: -1.1
  GDH-TPI inh: 2
  FBA Mtb inh: 2
  PrPC TRFRET: -2
  FadD28 FP inh: 1.6
  Mtb BioA inh: -1.0
  BoNT F protease: 16
  BoNT-A LC inh2: 0.6
  CCHF vOTU inh: 13

(next part)
SMILES,Mtb UGM inh,GDH-TPI inh,FBA Mtb inh,PrPC TRFRET,FadD28 FP inh,Mtb BioA inh,BoNT F protease,BoNT-A LC inh2,CCHF vOTU inh
CCCc1nc(SCC(=O)c2ccc(F)cc2)c2ccccc2n1,-0.1,4,0,3,-2.6,/,-14,-0.8,15
COc1ccc2[nH]c(=O)c(CN(C(=O)NC3CCCCC3)C3CCCC3)cc2c1,2.9,2,3,-2,0.2,-1.9,-2,1.9,1
COc1cc(-c2nnc(SCc3cccnc3)n2C)cc(OC)c1O,-1.6,-2,1,-2,-4.6,6.1,1,0.1,-4
C=CCN1C(=O)c2ccc(C(=O)N(CCC)CC(=O)Nc3ccccc3C)cc2C1=O,0.9,-6,4,2,-0.7,-0.2,10,1.4,7
Cc1ccc(SCC(=O)Nc2ccccc2N2CCOCC2)cc1,1.2,2,1,12,-4.9,2.3,-2,-1.4,4
O=C(Cc1ccccc1)NNS(=O)(=O)c1ccc([N+](=O)[O-])cc1,0.4,-6,3,-14,-2.1,-1.9,-2,1.0,8
Cc1cccc(C)c1OCC(O)CN(Cc1ccccc1O)C1CCCCC1 (stereo not drawn),2.1,-1,32*,12,-5.3,-1.4,-15,-0.7,16
